From PubChem BioAssay
AHR activator: AHR activators, primary screen, cell-based, luminescence, luciferase reporter, human; 320,000 tested, 2.5% active; Aryl hydrocarbon receptor (Homo sapiens), P35869; activation, % at 5 µM; AHR-responsive luciferase reporter cells; in the data active = activation above about 47%;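 also: 0% = vehicle wells and 100% = reference agonist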
Fh CTSL1 inh: Fasciola hepatica cathepsin L1 inhibitors, primary screen, counter-screen for PFM18AAP inhibitor project, biochemical, QFRET, fluorogenic peptide substrate; recombinant F. hepatica cathepsin L1, Z-Leu-Arg-MCA fluorescence; inhibition, % at 5.96 µM; 300,000 tested, 0.49% active; AID 1906, 2009;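 active = inhibition above the mean of all tested compounds plus 3 SD, set per screening campaign, cut at about 17% in these data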;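 also: 0% = plate median of test compound wells and 100% = 1 µM Z-Phe-Ala-diazomethylketone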
proCasp3 act: activators of human procaspase-3 D3A mutant, primary screen, biochemical, absorbance, PC-3 D3A mutant, single concentration. Caspase-3 (Homo sapiens), P42574. recombinant procaspase-3 D3A, Ac-DEVD-pNA absorbance 405 nm. activation, % at 8.5 µM. 330,000 tested, 0.11% active. AID 463141, 2010;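 active = activation above the mean of all tested compounds plus 3 SD, cut at about 21% in these data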;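 also: 0% = DMSO alone and 100% = DMSO wells spiked with extra 5 µM PC-3 D3A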
Target sequence (P42574 whole entry D9A/D28A/D175A): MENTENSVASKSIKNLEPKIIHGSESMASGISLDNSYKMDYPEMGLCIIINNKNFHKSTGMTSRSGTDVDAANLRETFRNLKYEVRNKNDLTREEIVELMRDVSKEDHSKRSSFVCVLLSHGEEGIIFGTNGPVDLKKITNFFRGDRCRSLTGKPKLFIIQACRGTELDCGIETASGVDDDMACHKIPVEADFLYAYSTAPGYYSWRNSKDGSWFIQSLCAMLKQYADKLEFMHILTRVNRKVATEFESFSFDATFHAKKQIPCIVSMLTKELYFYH
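Assay system: Procaspase-3 D3A mutant, all three cleavage aspartates alanine. Buffer or medium: Zinc-free HEPES saline buffer with Triton X-100. Times: 1 h compound preincubation, 2 h substrate hydrolysis at 25 °C. Measured by: 405 nm absorbance of p-nitroaniline, reads at 0 and 120 min. Read-out basis: percent activation relative to control range. Replicates: singlicate.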
PAFAH2 inh: PAFAH2 enzyme inhibitors, primary screen, biochemical, fluorescence polarization, human; AID 492956, 2010; inhibition, % at 3.39 µM; Platelet-activating factor acetylhydrolase 2, cytoplasmic (Homo sapiens), Q99487; 340,000 tested, 0.99% active; recombinant PAFAH2, FP-rhodamine activity probe;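 active = inhibition above the mean over all tested compounds plus 3 SD, cut at about 30% in these data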;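 also: inhibitors block probe labeling of enzyme so polarization drops; 0% = enzyme with DMSO and 100% = wells lacking PAFAH2 protein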
procasp7 counter: procaspase-7 activators, primary screen, counter-screen for procaspase-3 activator project, biochemical, absorbance, HTS, human; Caspase-7 (Homo sapiens), P55210; AID 463210, 2010; recombinant procaspase-7, Ac-DEVD-pNA absorbance 405 nm; D23A/D198A/D206A triple mutant, cannot self-cleave; scale: DMSO 0, 5 µM enzyme 100; activation, % at 8.5 µM; 330,000 tested, 0.093% active;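 active = percent activation above the screen-wide mean plus 3 SD, cut at about 25% in these data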
Target sequence (P55210 whole entry D23A/D198A/D206A): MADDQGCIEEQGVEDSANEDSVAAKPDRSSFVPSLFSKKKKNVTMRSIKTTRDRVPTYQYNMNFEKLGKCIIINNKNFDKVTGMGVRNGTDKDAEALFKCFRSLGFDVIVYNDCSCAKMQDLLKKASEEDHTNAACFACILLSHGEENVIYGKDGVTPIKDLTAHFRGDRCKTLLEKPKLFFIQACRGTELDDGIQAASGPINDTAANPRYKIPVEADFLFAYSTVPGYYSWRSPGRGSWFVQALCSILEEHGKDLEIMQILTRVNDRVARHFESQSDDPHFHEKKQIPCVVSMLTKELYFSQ
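buffer or medium = Zinc-free HEPES/NaCl buffer, pH 7.4 | material = Procaspase-7 triple mutant (PC-7 D3A) | input = 2 µM procaspase-7 mutant as dispensed | signal = Epi-absorbance of released pNA at 405 nm, two timepoints | timing = 1 h preincubation, 2 h reaction | replicates = singlicate compound testing | evaluation = % activation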
PP5 inh: PP5 phosphatase inhibitors, primary screen, biochemical, fluorescence. AID 1987, 2009. 320,000 tested, 0.18% active. Serine/threonine-protein phosphatase 5 (Homo sapiens), P53041. inhibition, % at 6.7 µM. purified PP5c, OMFP substrate fluorescence;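 active = inhibition above the campaign's mean inhibition across all tested compounds plus 3 SD, cut at about 9.5% in these data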;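 also: 0% = DMSO only and 100% = 100 µM cantharidin control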
Target sequence (P53041 whole entry, looked up): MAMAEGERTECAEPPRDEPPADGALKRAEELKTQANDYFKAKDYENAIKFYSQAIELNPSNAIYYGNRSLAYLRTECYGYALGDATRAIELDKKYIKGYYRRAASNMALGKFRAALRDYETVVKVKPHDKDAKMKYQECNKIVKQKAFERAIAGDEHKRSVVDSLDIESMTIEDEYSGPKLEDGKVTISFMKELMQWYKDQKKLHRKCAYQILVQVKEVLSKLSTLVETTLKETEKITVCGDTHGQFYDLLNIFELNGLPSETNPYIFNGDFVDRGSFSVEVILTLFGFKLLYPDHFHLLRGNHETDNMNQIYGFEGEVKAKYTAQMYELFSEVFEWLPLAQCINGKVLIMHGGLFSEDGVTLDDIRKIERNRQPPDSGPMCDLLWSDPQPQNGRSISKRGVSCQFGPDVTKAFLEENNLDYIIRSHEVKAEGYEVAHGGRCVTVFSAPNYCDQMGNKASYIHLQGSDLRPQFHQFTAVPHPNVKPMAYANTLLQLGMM
core dimer inh: inhibitors of HCV core protein dimerization, primary screen, biochemical, TR-FRET, high-throughput; 300,000 tested, 0.33% active; TR-FRET GST/Flag-core106 dimerization, 1536-well; inhibition, % at 5 µM;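 active = inhibition above the mean of all tested compounds plus 3 SD, set per screening campaign, cut at about 45% in these data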
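test system = GST/Flag-tagged HCV core106 proteins | probe or stimulus = Eu donor and XL665 acceptor anti-tag antibodies | times = compound-protein-antibody incubation 4 h at 22.5 °C | signal = TR-FRET, excitation 340 nm, emission 617 and 671 nm | measure = percent inhibition of core106 dimerization signal | controls = wells lacking GST-core106 and wells with excess unlabelled core106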
TPT1 inh: Candida albicans TPT1 enzyme inhibitors, primary screen, biochemical, fluorescence polarization; tRNA 2'-phosphotransferase TPT1 (Candida albicans SC5314); recombinant caTPT1, FP RNA substrate dephosphorylation; inhibition, % at 5 µM; 300,000 tested, 0.81% active; AID 1962, 2009;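 active = inhibition above the mean of all tested compounds plus 3 SD, set per screening campaign, cut at about 24% in these data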;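 also: plate controls were DMSO alone for no effect and ferristatin control at 100 nM for full effect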
PP1 counter: PP1-alpha phosphatase inhibitors, primary screen, counter-screen for PP5 inhibitor project, biochemical, fluorescence, OMFP substrate, single point. Serine/threonine-protein phosphatase PP1-alpha catalytic subunit (Homo sapiens), P62136. purified PP1alpha. inhibition, % at 6.7 µM. 320,000 tested, 0.9% active;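 active = inhibition above the mean inhibition of all tested compounds plus 3 SD, computed separately for each screening campaign, cut at about 15% in these data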
* = called active by the depositor; · = no result given. Not a hit list. Share with any hit: about 5.6%.

SMILES	AHR activator	Fh CTSL1 inh	proCasp3 act	PAFAH2 inh	procasp7 counter	PP5 inh	core dimer inh	TPT1 inh	PP1 counter
NC(=O)CSc1ncnc2c1cnn2Cc1ccccc1	1.2	-3.5	2.6	-5.1	3.0	-0.1	-6.9	-3.4	0.6
Cc1nc2nc3c(c(=O)n2[nH]1)CCCC3	1.2	-3.0	3.3	-1.8	-6.5	-0.1	1.1	-1.1	-3.7
CCOC(=O)C1CCN(Cc2cn(C)nc2-c2ccc(Oc3ccccc3)cc2)CC1	0.7	-4.5	5.0	4.6	-3.1	1.7	-3.2	-1.5	-2.8
Cc1ccc(NC(=O)COC(=O)C2(CC(=O)NC(C)C)CCCC2)cc1C	2.2	·	6.6	4.3	-2.3	·	·	·	·
COc1ccccc1NC(=O)CSc1nnc(Cn2c(=O)sc3ccccc32)n1C	15.1	5.2	1.9	5.7	2.9	-1.0	-6.2	-0.8	-1.5
Cc1cc(C)cc(NC(=O)c2cc(S(=O)(=O)NCc3ccco3)ccc2F)c1	7.8	1.7	0.2	8.1	1.3	2.6	0.4	-0.6	4.3
Cc1ccc(NC(=O)CSc2nn3c(=O)c(C)nnc3s2)cc1Cl	72.8*	-0.1	-3.5	4.4	3.3	-0.7	-0.2	2.4	-3.1
C/C(=N\NC(=O)COc1ccccc1[N+](=O)[O-])c1cccs1	57.4*	12.4	4.2	4.0	3.0	4.3	0.7	0.5	3.4
Cc1ccnc(NS(=O)(=O)c2ccc(NC(=O)Cc3cccs3)cc2)n1	-0.4	1.0	3.1	15.1	-8.2	2.6	27.8	11.0	4.7
Cc1cc(OCC(=O)Nc2ccccc2N2CCOCC2)c(C(C)C)cc1Cl	-0.3	·	1.7	-0.6	4.2	2.0	·	·	0.7
Cc1cc(OCC(=O)Nc2ccc(CN3CCOCC3)cc2)c2c(C)cc(=O)oc2c1	-0.8	0.4	4.8	0.1	4.3	2.2	-1.1	-0.5	-1.0
COCCNc1nnc(SCC(=O)c2c[nH]c3ccccc23)s1	26.4	-3.3	-2.2	-3.2	6.6	-0.8	2.3	6.4	8.4
CCc1ccc(NC(=O)c2cnn(-c3ccccc3)c2C)cc1	-9.1	-4.8	0.3	1.8	-11.1	3.2	-5.7	-1.6	0.6
COCc1c(C(=O)N2CCN(c3ccccc3C)CC2)oc2ccccc12	4.4	·	-5.8	0.3	-2.7	·	·	·	·
CCOc1ccc(NC(=O)CNC(=O)c2nn(-c3ccc(OC)cc3)c(=O)c3ccccc23)cc1	-0.6	1.6	-6.0	0.9	-7.3	2.3	8.0	4.7	1.5
O=C(COC(=O)c1cc(-c2cccc(Br)c2)nc2ccccc12)NCC1CCCO1 (stereo unspecified)	0.2	-16.7	7.8	-6.1	1.8	2.3	5.9	-3.5	1.9
CC1CCN(CCc2nc3cc(NC(=O)NC4CCCCC4)ccc3n2C)CC1	-6.1	-1.6	9.8	5.3	-1.0	1.0	-4.9	-1.7	-3.5
Cc1nc(CS(=O)(=O)c2ccc(Cl)cc2)cc(N2CCOCC2)n1	5.3	-3.9	-8.5	3.7	4.2	1.6	2.7	-1.6	-3.3
Cc1cc(=O)[nH]c2c1c(C)nn2C1CCOC(C)(C)C1 (stereo unspecified)	1.9	-1.8	6.2	11.0	2.2	3.8	-4.7	3.9	0.9
Cc1c(/C=N/NC(=O)c2cccnc2)c2ccccc2n1Cc1ccccc1	28.5	0.6	-5.6	·	-2.3	5.5	-3.1	4.3	1.3
COc1cccc(N2CCN(C(=O)CC(NC(=O)c3ccccc3)c3ccccc3)CC2)c1 (stereo unspecified)	1.1	·	-1.5	0.9	3.8	0.7	·	·	-2.2
CCn1c2ccccc2c2cc(NC(=O)COC(=O)c3cc(S(N)(=O)=O)c(Cl)cc3Cl)ccc21	28.7	2.4	2.8	-3.3	10.3	4.4	27.7	1.0	1.8
O=C(CN1CCC(n2nnc3cc(F)ccc32)CC1)N1CCc2ccccc2C1	0.6	-1.6	-1.6	0.6	4.3	1.7	-1.5	-0.9	2.6
Cc1cccc(C)c1Nc1nnc(SCc2cc([N+](=O)[O-])cc3c2OCOC3)s1	-0.6	-1.7	3.9	11.9	-11.1	5.5	9.9	1.0	4.7
CCCN(C(=O)Cc1nc(N)n[nH]1)C1(C(=O)Nc2ccccc2C)CCCCC1	-0.6	0.7	-0.7	1.7	9.0	1.1	1.8	-4.0	12.3

Gathered by group, the entries above containing a thiophene ring, fused or not (2)
SMILES	AHR activator	Fh CTSL1 inh	proCasp3 act	PAFAH2 inh	procasp7 counter	PP5 inh	core dimer inh	TPT1 inh	PP1 counter
C/C(=N\NC(=O)COc1ccccc1[N+](=O)[O-])c1cccs1	57.4*	12.4	4.2	4.0	3.0	4.3	0.7	0.5	3.4
Cc1ccnc(NS(=O)(=O)c2ccc(NC(=O)Cc3cccs3)cc2)n1	-0.4	1.0	3.1	15.1	-8.2	2.6	27.8	11.0	4.7

The list goes on.
SMILES	AHR activator	Fh CTSL1 inh	proCasp3 act	PAFAH2 inh	procasp7 counter	PP5 inh	core dimer inh	TPT1 inh	PP1 counter
Cc1ccc(C)c(SCC(=O)N(C)C2CCS(=O)(=O)C2)c1 (stereo unspecified)	1.6	·	6.7	0.5	-8.6	·	·	·	·
Cc1ccccc1OCC(=O)NCCCNC(=O)c1cccnc1	8.7	0.2	7.4	7.8	11.7	1.8	-10.9	3.5	-3.4
Cc1ccc(S(=O)(=O)NC(CC(=O)NC2CCCC2)c2ccco2)cc1 (stereo unspecified)	2.3	-0.2	-4.1	3.2	-0.7	0.6	-5.9	1.0	-5.1
O=C(Nc1ccc(Nc2ccncc2)cc1)c1ccc([N+](=O)[O-])cc1	-1.5	-5.5	-3.8	1.8	3.6	0.8	3.6	0.4	-0.3
COC(=O)CCCCCc1ccc(C(C)=O)s1	-2.7	4.1	-1.2	-6.6	6.1	1.3	-2.8	-16.9	-2.3
CC1(C)N([O-])C(c2ccccc2)=C[N+](=O)C1(C)C	-0.6	6.0	4.9	4.3	7.4	-1.4	1.0	1.3	-2.6
O=[N+]([O-])c1ccc(/C([O-])=C(/C(=S)Nc2ccccc2F)[n+]2ccccc2)cc1	3.4	-10.5	0.5	3.0	-5.9	-2.2	7.4	-2.8	0.6
CCCc1ccc(-c2cc(C(=O)NN3CCOCC3)c3ccccc3n2)cc1	-0.2	1.2	5.3	-2.7	7.8	2.3	-2.5	1.5	-1.7
CC(C)N(Cc1ccccc1)C(=O)COC(=O)c1c(F)cccc1F	-0.6	·	7.5	2.9	8.6	·	·	·	·
O=C1/C(=C/c2ccccc2)CCCc2ccccc21	9.9	2.8	5.3	5.8	-6.8	1.5	6.5	2.3	0.3
Cc1ccc(CNC(=O)c2cc3c(-c4ccc(Cl)cc4)nn(C)c3s2)o1	46.4	5.9	-7.5	-40.6	0.3	5.2	11.2	-0.5	5.1
Clc1ccc(-c2ccc(-c3nn4c(-c5ccco5)nnc4s3)o2)cc1	-0.8	0.1	-3.6	14.4	-15.6	1.1	24.0	6.0	-8.0
CCOC(=O)c1cn2nc(Oc3ccc(OC)cc3)ccc2n1	0.8	-1.9	-0.7	-0.9	5.3	0.8	-0.5	-4.7	-4.9
O=C(O)CCc1ccc(-c2ccc(Br)cc2)n1Cc1ccco1	2.3	-1.7	0.9	18.0	1.6	2.1	23.1	6.0	0.7
Cc1ccc(C)c(NS(=O)(=O)c2ccc(-c3coc(C)n3)cc2)c1	3.8	-3.5	-1.7	-2.2	3.9	1.1	0.2	2.2	-2.1
CCCCN1C(=O)C2NN=C(C(=O)OCC)C2C1=O (stereo unspecified)	-2.4	-1.5	-1.6	-5.5	11.5	1.4	-2.5	-1.0	-0.8
C/C(=N\NC(=S)Nc1cccc(C)c1)c1cccc(N)c1	42.5	2.2	7.9	-4.5	-3.9	3.4	21.7	1.7	5.5
Cc1ccc(S(=O)(=O)Nc2nc3ccc(N)cc3s2)cc1	-4.4	-4.3	-2.0	-1.2	-8.1	0.5	-9.3	2.2	-6.2
Cc1ccc(OCCN(C)C(=O)CC2C(=O)NCCN2CC(C)(C)C)cc1 (stereo unspecified)	2.2	1.0	9.0	12.4	1.9	0.9	5.5	-0.4	0.3
COc1ccc(NC(=O)c2nc(S(=O)(=O)Cc3cccc(C)c3)ncc2Cl)c(OC)c1	3.0	5.9	-2.4	7.2	-5.3	1.1	3.3	3.6	0.8
COC(=O)C1CCN(C(=O)CSc2nnc(-c3ccncc3)o2)CC1	0.1	-2.6	3.4	6.9	4.7	-0.3	0.8	-0.6	1.0
COc1cccc2cc(S(=O)(=O)c3ccc(C)cc3)/c(=N/NS(=O)(=O)c3ccc(C)cc3)oc12	1.8	2.5	3.4	9.1	10.6	-1.1	10.0	-2.8	-7.5
CC(C)c1nn(-c2cc(C(F)(F)F)ccn2)c(=O)o1	0.7	-1.6	-0.2	-3.1	-13.1	-2.2	2.1	-3.7	-0.6
COc1cc(C(C(=O)NC2CCCCC2)N(C(=O)c2snc(C(N)=O)c2N)c2ccc(C)cc2)ccc1O (stereo unspecified)	4.9	4.8	-5.4	-1.7	-5.5	1.0	12.8	0.8	2.6
O=S(=O)(Nc1cccnc1)c1ccc(Cl)c(C(F)(F)F)c1	-1.1	-3.5	0.7	-4.3	-7.8	-1.0	-1.0	-1.9	1.1
COC(=O)COc1ccc2cc(-c3ccc(OC)cc3)c(=O)oc2c1	1.5	3.4	-1.2	1.7	0.8	-0.6	3.1	-3.0	-0.5
Cc1ccc(C)c(C(C)NC(=O)CC#N)c1 (stereo unspecified)	-1.1	1.7	-7.2	-6.4	0.1	0.2	-12.4	-5.0	-0.6
COc1ccc(-c2nc(NC(=O)c3n[nH]c(=O)c4ccccc34)sc2C)cc1	15.2	3.1	13.5	3.2	-2.0	0.3	11.9	3.2	-1.0
CC(=O)c1ccc(S(=O)(=O)N2CCN(CCOc3ccc(Br)cc3)CC2)cc1	-4.2	·	15.9	-5.4	16.6	3.0	·	·	3.1
CCNC(=O)COC(=O)CNC(=O)c1cc(Cl)cc([N+](=O)[O-])c1	-2.4	-2.4	2.0	0.3	11.2	1.2	-8.7	-2.6	1.8
